# Mcl1-Bid inh: Mcl-1/Bid binding inhibitors, primary screen, biochemical, TR-FRET, 1536-well; TR-FRET Mcl-1/Bid-Dy647 peptide binding; 220,000 compounds, 0.97% hits; AID 1021, 2008; inhibition, % at 21.7 µM;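 active means compounds that cut the binding signal by more than half at the single screening dose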;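 further: His-tagged Mcl-1 with europium anti-His antibody binding Bid BH3 peptide; 0% = Mcl-1 plus peptide wells and 100% = peptide-only wells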
# Target sequence (Q07820 whole entry, looked up): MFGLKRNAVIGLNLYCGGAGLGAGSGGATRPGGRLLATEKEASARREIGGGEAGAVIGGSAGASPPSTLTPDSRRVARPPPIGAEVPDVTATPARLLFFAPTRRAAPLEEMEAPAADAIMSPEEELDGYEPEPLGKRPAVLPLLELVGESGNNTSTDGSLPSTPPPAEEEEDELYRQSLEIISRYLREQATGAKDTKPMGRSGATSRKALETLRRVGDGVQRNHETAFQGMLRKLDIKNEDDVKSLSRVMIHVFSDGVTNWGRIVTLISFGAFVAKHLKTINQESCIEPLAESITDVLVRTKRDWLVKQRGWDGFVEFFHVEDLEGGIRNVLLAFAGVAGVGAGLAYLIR
# Rac1 wt GTP bind: wildtype Rac1 GTP binding modulators, primary screen, biochemical, GST-Rac1 beads, flow cytometry, multiplex; fluorescent GTP binding; actives lie on both sides; 0 = cold GTP competed, 100 = untreated; GTP binding activity (% of control), % at 10 µM; 190,000 compounds, 0.27% hits; AID 757, 2007;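 active means GTP binding activity at least 20 points away from the 100% control level, either lower or higher; inconclusive means compound flagged as likely green fluorescent, judged across all proteins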
# Avidin fluor: green autofluorescence of compounds with avidin beads – biophysical, 488/530 nm, flow cytometry, artefact control, profiling panel. compound fluorescence 488/530 nm; stronger effect = higher value. fluorescence (KMESF) at 10 µM. 220,000 compounds, 0.38% hits. AID 1775, 2009; in the data active means fluorescence above about 47; further: inactives centre near 10
# Pf gametocyte: late stage P. falciparum gametocyte viability inhibitors, primary screen, ATP luminescence, HTS | P. falciparum stage V gametocytes, 24 h | inhibition, % at 10.9 µM | 150,000 compounds, 0.065% hits | AID 743093, 2013;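 active means inhibition above the mean plus 3 SD of compounds within the control limits, set per campaign, cut at about 38% in these data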;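 further: 0% = DMSO wells and 100% = medium only without gametocytes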
# Rab7 wt GTP bind: modulators of GTP binding to Rab7, primary screen, biochemical, wildtype, multiplex bead flow cytometry | Rab7 GTPase wild type (dog), Bodipy-FL-GTP binding | GST-Rab7 beads, fluorescent GTP binding; actives lie on both sides; untreated = 100%, excess cold GTP = 0% | GTP binding activity (percent of control), % at 10 µM | 190,000 compounds, 0.055% hits | AID 758, 2007;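 active means fluorescent GTP binding to Rab7 beads changed by at least 20 points from the 100% baseline, either direction, mostly lower; inconclusive means compound itself probably fluorescent, or too few beads counted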;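 further: median green fluorescence of bound Bodipy-FL-GTP per Rab7 bead population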
# Mcl1-Noxa inh: Mcl-1/Noxa binding inhibitors, primary screen, biochemical, TR-FRET, 1536-well; Induced myeloid leukemia cell differentiation protein Mcl-1 (Homo sapiens), Q07820; TR-FRET Mcl-1/Noxa peptide binding, 2 h; inhibition, % at 21.7 µM; 220,000 compounds, 1.5% hits; AID 1022, 2008;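 active means compounds that cut the protein-peptide binding signal by more than 50% relative to plate controls in a single-dose test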;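 further: His-tagged Mcl-1 with rhodamine Noxa BH3 peptide and terbium anti-His antibody; 0% = Mcl-1 plus Noxa peptide wells and 100% = peptide-only wells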
# GSH fluor: compound fluorescence on glutathione beads, profiling panel, artefact control, biophysical, 488/530 nm, flow cytometry | GSH beads flow cytometry, compound fluorescence 488/530 nm; stronger effect = higher value | fluorescence (KMESF) at 10 µM | 190,000 compounds, 0.25% hits | AID 1776, 2009; in the data active means fluorescence above about 89;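 further: glutathione beads carrying GST-tagged Bcl family fusion proteins plus one bare bead set; values are compound well signal with DMSO vehicle wells as background; inactives centre near 16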
# Rac1 act GTP bind: GTP binding modulators of activated mutant Rac1, primary screen, biochemical, bead-based flow cytometry, multiplex, fluorescent GTP | GST-Rac1 activated beads; actives lie on both sides; 100% means binding = to untreated wells | percent activity (GTP binding), % at 10 µM | 190,000 compounds, 0.11% hits | AID 764, 2007;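 active means GTP binding at least 20 percentage points away from the 100% baseline, in either direction, so actives lie on both sides; inconclusive means Compound likely fluorescent itself, or too few beads counted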
# HRas wt GTP bind: modulators of GTP binding to HRas wildtype, primary screen, biochemical, bead-based flow cytometry, multiplex | GTPase HRas (Homo sapiens), P01112 | GST-Ras wt beads, Bodipy-FL-GTP binding; actives lie on both sides | GTP binding activity, % at 10 µM | 190,000 compounds, 0.14% hits | AID 759, 2007;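 active means GTP binding activity at least 20% away from the 100% baseline, either lowered as inhibitor or raised as activator; inconclusive means flagged as likely green fluorescent, judged across all proteins in the well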;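 further: 0% = unlabeled GTP competition control and 100% = no-compound control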
# Target sequence (P01112 whole entry, looked up): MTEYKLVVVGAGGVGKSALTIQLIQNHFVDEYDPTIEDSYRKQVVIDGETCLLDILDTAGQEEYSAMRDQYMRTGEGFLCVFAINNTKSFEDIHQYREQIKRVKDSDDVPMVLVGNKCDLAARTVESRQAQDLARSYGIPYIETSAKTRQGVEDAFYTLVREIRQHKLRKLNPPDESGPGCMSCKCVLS
# Cdc42 wt GTP: modulators of GTP binding to wildtype Cdc42, primary screen, biochemical, multiplex bead flow cytometry, Bodipy-GTP; GST-Cdc42 beads; actives lie on both sides; percent activity (GTP binding), % at 10 µM; 190,000 compounds, 0.2% hits;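 active means percent activity GTP binding at least 20 points away from the 100% baseline, either down as inhibitor or up as activator; inconclusive means compound flagged as likely green fluorescent from well-wide comparison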;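 further: median bead fluorescence of bound Bodipy-FL-GTP at 100 nM; 0% = excess unlabeled GTP control and 100% = no compound control; below 100% means less GTP binding so inhibitor and above means activator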
# Target sequence (P60953 whole entry, looked up): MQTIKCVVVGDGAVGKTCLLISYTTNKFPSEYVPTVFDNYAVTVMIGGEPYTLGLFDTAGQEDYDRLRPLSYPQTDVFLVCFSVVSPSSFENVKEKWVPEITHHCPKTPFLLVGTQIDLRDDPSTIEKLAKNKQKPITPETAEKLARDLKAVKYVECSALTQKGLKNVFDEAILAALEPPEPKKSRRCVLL
# Rab2 wt GTP: modulators of GTP binding to Rab2A wildtype, primary screen, biochemical, dog, bead-based flow cytometry, multiplex; 190,000 compounds, 0.19% hits; Ras-related protein Rab-2A (Canis lupus familiaris), P61105; AID 760, 2007; GTP binding activity, % at 10 µM; GST-Rab2 wt beads, Bodipy-GTP binding;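 active means GTP binding activity at least 20 points away from 100%, either lowered or raised; inconclusive means signal likely due to the compound's own green fluorescence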;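 further: 0% = beads with excess unlabeled GTP and 100% = no-compound control corrected for plate trend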
# Active calls of the source: *; ? = inconclusive; · = not tested or not shown.
SMILES,Mcl1-Bid inh,Rac1 wt GTP bind,Avidin fluor,Pf gametocyte,Rab7 wt GTP bind,Mcl1-Noxa inh,GSH fluor,Rac1 act GTP bind,HRas wt GTP bind,Cdc42 wt GTP,Rab2 wt GTP
O=C(c1cc(=O)c2ccccc2o1)N1CCN(c2ccccc2)CC1,-7,96,14,4,97,-1,13,93,96,94,96
CC(NC(=O)c1ccc(S(=O)(=O)N(C)C)cc1)c1ccccc1 (centres undefined),-3,100,8,·,102,-7,30,98,102,99,101
CC(=O)c1cccc(NC(=O)COC(=O)[C@@H](NC(=O)OCc2ccccc2)C(C)C)c1,-16,102,24,·,100,16,10,99,99,102,101
CCn1c(O)c(/C=N/n2cnnc2)sc1=S,-39,97,14,-18,102,-7,23,97,102,102,100
CCOC(=O)CSc1n[nH]c(NC(=O)c2cccc(C(F)(F)F)c2)n1,0,99,8,-6,101,3,25,99,99,101,98
Cc1ccc(C(=O)CSc2nc3c([nH]2)c(=O)n(C)c(=O)n3C)cc1,-16,87,25,10,90,31,10,88,91,89,88
CC(/C=N\N1CCN(c2ccc(Cl)cc2)CC1)=C\c1ccccc1,-12,103,8,-17,99,1,18,99,98,98,100
Cc1ccc(CNc2nc(Cl)c(C#N)s2)cc1,-37,88,10,·,98,3,15,88,92,91,96
Cc1cccc(-n2nc3c([n+]2[O-])CCc2nonc2-3)c1C,-16,109,15,0,102,-1,4,100,103,107,99
CCCCC(=O)Nc1ccc2c(c1)nc1n2CCSC1,-28,100,14,-27,100,23,8,96,101,99,100
COc1ccc(CN(CC(=O)NC2CCCC2)C(=O)c2ccc(-c3ccccc3)[nH]2)cc1,-13,96,26,-35,105,-24,9,94,97,92,97
CN(C)C(=O)c1c([N+](=O)[O-])ncn1C,-20,102,1,·,95,8,5,99,98,103,97
O=C(Cn1cnc2c(cnn2-c2ccc(F)cc2)c1=O)N1CCCc2ccccc21,-15,102,17,-53,100,-6,17,97,98,97,96
Cc1ccc(-c2csc3nnc(SCC(=O)Nc4cccc(C)n4)n23)cc1,-17,102,31,·,100,5,16,99,101,101,101
CCN1CCN(C(=O)C(N)Cc2ccccc2)CC1 (centres undefined),-22,98,13,-7,97,31,23,96,96,97,96
CCOC(=O)N1CCN(C(=O)NC2CCCCC2)CC1,-8,98,33,·,99,14,12,94,98,99,94
CCS(=O)(=O)N1Cc2ccccc2CC1C(=O)OCC(=O)N(C(C)C)C(C)C (centres undefined),-25,97,9,-31,108,70*,15,94,98,98,102
Cc1nc(N2CCCCC2)c2c(-c3cccs3)csc2n1,-11,99,12,10,94,4,12,96,98,100,100
O=C(NCCO)c1ccccc1O,-15,102,7,·,102,-9,60,101,102,101,101
Cc1ccc2c(c1)C(=O)C(=O)N2CCCOc1ccccc1C,-22,95,6,·,101,11,14,95,96,93,96
CN(C)C(C(=O)Nc1cc(Cl)cc(Cl)c1)c1ccccc1 (centres undefined),-19,95,12,-24,92,12,19,91,96,95,92
CCc1cccc(CC)c1NC(=O)COn1nnc2ccc(C(F)(F)F)cc21,-42,105,8,0,100,16,19,100,100,105,101
Cc1nnc(SCC(=O)OC2CC(C)CCC2C(C)C)[nH]c1=O (centres undefined),-8,104,10,·,103,26,11,100,104,105,101
CCOC(=O)c1sc(NC(=O)CSc2nc(O)c(Cc3ccccc3)c(=O)[nH]2)nc1C,-13,95,12,-29,101,19,15,96,94,96,93
Cc1ccc(C(=O)NCc2cccs2)cc1S(=O)(=O)N1CCCCC1,-32,96,14,4,94,1,27,95,97,99,96
COc1ccc(-c2ccc(C3C(C#N)=C(N)Oc4n[nH]c(C)c43)o2)cc1 (centres undefined),-22,90,39,-7,92,12,10,90,91,90,87
O=C(Nc1nnc(C23CC4CC(CC(C4)C2)C3)s1)c1ccco1,4,103,5,·,102,12,36,98,100,104,101
O=C(CCCn1c(=O)[nH]c2ccccc2c1=O)NC1CCCCCC1,13,98,11,·,96,26,28,99,99,100,99
CCC(=O)Nc1ccc(NC(=O)/C=C/c2ccc(Cl)cc2)cc1,-8,100,11,-5,102,-10,12,97,99,99,100
CN(CC(=O)Nc1ccccc1Sc1ccccc1)C1CCCCC1,-26,104,4,15,110,0,10,96,100,100,106
CC(C)(C)c1ccc(-n2nc(C#N)c(Cl)cc2=O)cc1,15,92,9,-18,95,-21,9,84,90,88,90
COc1ccc(/C=C2\SC(=N)N(c3ccc(F)cc3)C2=O)cc1,12,100,12,14,105,-3,23,97,101,98,99
O=C(NCc1cccs1)C1CCC(CNS(=O)(=O)c2cccs2)CC1 (centres undefined),4,107,8,9,98,9,36,101,102,106,102
CS(=O)(=O)N1CCN(c2ccc(NC(=O)c3ccc(-c4ccc(Cl)cc4)o3)cc2)CC1,14,100,8,·,100,15,26,98,100,101,99
CCOC(=O)c1csc(-c2ccc(OC)c(OC)c2)n1,-17,99,21,8,98,14,10,92,95,98,97
COc1ccc(NC(=O)CSc2nnc(-c3ccccc3C)n2N)cc1OC,-21,98,29,-10,96,-1,17,94,97,99,96
COc1ccccc1NC(=O)CC(NC1CCCCC1)C(=O)O (centres undefined),3,104,7,-10,102,19,9,102,101,104,100
O=C(Nc1cccc(Cl)c1)N(CCN1CCOCC1)Cc1ccccc1F,14,109,11,11,105,19,16,101,105,106,105
Cc1sc(NC(=O)c2ccco2)c(C(c2cccnc2)N2CCN(C)CC2)c1C (centres undefined),-74,98,2,·,96,-28,22,96,97,97,96
CC(=C/C(=O)O)/C=C/c1ccc([N+](=O)[O-])cc1,-1,104,22,-25,101,23,15,100,98,102,98
CCSc1nnc(NC(NC(C)=O)(C(F)(F)F)C(F)(F)F)s1,-11,100,4,-6,94,-6,25,99,98,97,97
CCOc1ccc(C2=Cc3cc(OC)c(OC)cc3C(=C(Cl)Cl)O2)cc1,-30,97,11,·,100,40,22,96,96,96,97
CCCCOC(=O)C1Cc2ccccc2C(=O)O1 (centres undefined),-14,108,10,-6,98,-20,7,103,102,102,101
O=C(CN1C2=NCCCN2c2ccccc21)c1ccc([N+](=O)[O-])cc1,-27,100,9,21,96,7,18,99,95,100,96
CCCCCCC1CC(C)(C(=O)CNc2nncs2)OC1=O (centres undefined),7,105,5,-21,97,28,10,100,104,100,100
COc1cccc(NC(=O)Cn2nnc(C(=O)Nc3ccccc3)c2N)c1,-32,100,9,6,100,24,15,98,95,98,96
CCN1C(=O)C2C(c3ccccc3F)NC(Cc3ccc(O)cc3)(C(=O)OC)C2C1=O (centres undefined),-40,101,7,6,98,-9,15,101,100,100,99
OC(COc1ccccc1)Cn1c2ccccc2c2ccccc21 (centres undefined),10,104,13,·,99,5,16,103,98,103,100
CCc1c(C)nc2c(OC)cccc2c1SCCC(=O)O,-4,105,10,-16,101,6,12,98,100,104,98
C/C(CCc1ccccc1)=N/NC(=O)C(=O)NC(C)c1ccccc1 (centres undefined),-33,98,7,·,106,8,14,98,98,103,104
O=C(Nc1ccc2nsnc2c1)C1CC1,-5,101,11,2,105,-1,10,95,101,98,98
CCOC1(OCC)N=C(N)C2(C#N)C(c3ccc(NC(C)=O)cc3)C12C#N (centres undefined),-24,103,28,·,99,25,21,98,98,100,96
Cc1ccc(-c2nn(-c3ccccc3)cc2/C=N/NC(=O)c2ccc3c(c2)OCO3)cc1,14,92,10,7,94,·,26,94,97,97,94
Cc1cc(Br)ccc1NC(=O)c1cnc(N2CCN(c3ccccn3)CC2)c2ccccc12,-2,101,11,6,102,-25,10,96,96,97,100
COc1ccccc1/C=C/C=C1N=C(/C=C/c2ccc(Cl)cc2)OC/1=O,0,100,5,4,103,3,20,97,101,97,101
Cc1ccc(C)c(C(C)NC(=O)c2ccc(Br)o2)c1 (centres undefined),-36,95,11,-26,104,1,22,97,103,111,103
Cc1cccc(NC(=O)c2cc(=O)n(Cc3ccccc3)c(=O)[nH]2)c1,7,95,8,·,101,18,15,93,95,95,97
CC(C)(C)c1[nH]c2ccccc2c1/C=N/O,-66,107,11,·,105,-2,33,99,105,104,101
COc1ccccc1/C=C/C(=O)Nc1cccc(S(=O)(=O)NC2=NCCCCC2)c1,-20,96,10,-6,102,1,12,93,95,91,93
Cc1ccccc1OCCC(=O)OCC(=O)Nc1cc(S(=O)(=O)N2CCOCC2)ccc1Cl,-17,83,20,5,94,11,12,84,87,80,81
# (more compounds)
SMILES,Mcl1-Bid inh,Rac1 wt GTP bind,Avidin fluor,Pf gametocyte,Rab7 wt GTP bind,Mcl1-Noxa inh,GSH fluor,Rac1 act GTP bind,HRas wt GTP bind,Cdc42 wt GTP,Rab2 wt GTP
COc1ccccc1-c1nc(C#N)c(N2CCN(C(c3ccccc3)c3ccccc3)CC2)o1,-6,?,8,·,?,-15,6,?,?,?,?
CN(C)CCN(Cc1ccccc1)c1nccc(N(C)C)c1C#N,41,99,9,1,100,12,56,96,100,99,99
O=C1Cc2ccccc2Sc2cc(OCCCN3CCCCC3)ccc21,-15,104,15,0,94,21,16,101,97,106,97
N#Cc1ccc(-c2ccco2)nc1SCC(=O)c1ccc(Cl)cc1,3,100,22,·,101,-9,16,95,98,97,101
O=C(CSc1nnc(CNc2ccc(F)cc2)n1CC1CCCO1)Nc1ccccc1 (centres undefined),-32,104,18,·,96,-9,21,101,99,99,100
COc1cccc(C(=O)NCc2ccc(N3CCN(C(=O)OC(C)(C)C)CC3)cc2)c1,-54,102,12,-4,100,15,19,100,102,101,101
Cc1ccc(CNC(=O)C2CN(S(C)(=O)=O)c3cc(Cl)ccc3O2)cc1 (centres undefined),-27,96,10,7,100,7,12,94,98,96,96
COc1cccc(C(=O)OCc2ccccc2C#N)c1O,-2,103,10,14,104,-4,13,102,100,101,103
CCOc1ccc2nnnn2n1,6,108,8,-4,102,1,14,100,102,99,103

# Compound activity as filed in PubChem BioAssay.
